LDHA block – blocks human lactate dehydrogenase A | hit rate 0.15% among 480,000 | purified LDHA, NADH/diaphorase-resazurin fluorescence; stronger effect = lower value | activity change, % (values are at about 110 or 230 µM); in the data active = activity change below about -30%; inconclusive = mostly about -25% to -30%;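 note: plate controls were DMSO wells for no effect and wells without enzyme for full effect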
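Remaining NADH was detected by diaphorase (0.133 mg/mL) converting 37 µM resazurin to fluorescent resorufin, read at 0 and 20 minutes. The preceding 5-minute room-temperature reaction used 2 nM LDHA, 0.2 mM sodium pyruvate and 0.06 mM NADH at pH 7.4.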
D1 ag – human D1 receptor agonism; hit rate 1% among 360,000; P21728; HEK293 T-REx D1 cells, calcium flux, agonist mode; AID 504660; activation, % at 2 µM; in the data active = activation above about 30%; note: 0% is about no effect
Target sequence (P21728 whole entry, looked up): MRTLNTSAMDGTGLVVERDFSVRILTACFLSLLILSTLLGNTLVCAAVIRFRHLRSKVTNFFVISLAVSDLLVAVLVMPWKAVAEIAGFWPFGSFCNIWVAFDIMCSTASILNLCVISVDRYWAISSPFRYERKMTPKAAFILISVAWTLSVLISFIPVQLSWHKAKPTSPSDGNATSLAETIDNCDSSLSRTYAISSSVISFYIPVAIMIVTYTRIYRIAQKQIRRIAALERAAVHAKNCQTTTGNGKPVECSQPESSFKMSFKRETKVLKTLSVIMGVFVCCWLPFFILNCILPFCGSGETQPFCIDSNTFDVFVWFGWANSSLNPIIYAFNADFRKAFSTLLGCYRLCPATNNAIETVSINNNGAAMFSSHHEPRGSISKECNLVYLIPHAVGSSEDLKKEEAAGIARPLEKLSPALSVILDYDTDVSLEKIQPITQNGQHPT
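Tetracycline-induced HEK293 TREx D1 cells, force-coupled to calcium signalling, were dye-loaded with a no-wash calcium kit. Compound was pin-added after a 10 s baseline. Fluorescence was read kinetically at 1 cycle/s for 180 s, with calcium rises flagged as agonism.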
RXFP1 ag – activates the human relaxin receptor RXFP1 | Q9HBX9 | HEK293T-RXFP1 cAMP TR-FRET, 30 min; response scale: percent of porcine relaxin response, buffer zero | Potency, µM (doses to about 57.5 µM), without a hit: at the highest dose activation, usual class: activators | hit rate 0.3% among 370,000; note: potency is the fitted concentration of half-maximal effect; % is set by controls: 0 for no effect and ±100 for the full control effect; nearly all actives have a fitted effect of over 60% in size; many of its hits are not listed in these tables
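HEK293 cells stably expressing RXFP1, treated 30 min at 37C with compounds plus PDE4 inhibitor Ro 20174; cAMP measured by HTRF TR-FRET. Normalized to buffer and 29 nM porcine relaxin; EC50 by Hill fit.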
D1 antagonist – antagonists of human D1 dopamine receptor; AID 504652; hit rate 3.2% among 360,000; activity change, negative = inhibition, % at 10 µM; P21728; HEK293 TREx D1 cells, calcium flux, dopamine EC80; stronger effect = lower value; in the data active = activity change below about -30%; note: % is set by controls: 0 for no effect and ±100 for the full control effect
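Tetracycline-induced HEK293 Trex D1 cells, force-coupled to calcium, dye-loaded; compounds added and read 180 s, then EC80 dopamine added and calcium flux tracked kinetically another 180 s.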
Glioma ERSR ind – induces the endoplasmic reticulum stress response in human glioma cells. U87-MG GRP78 promoter luciferase reporter, 16 h. hit rate 0.02% among 420,000. Potency, µM, for inactives: at the top dose activation, actives largely listed as activators; note: potency is the fitted concentration of half-maximal effect; series mostly up to about 76 µM; % of control where 0% means no effect; nearly all actives have a fitted effect of over 35% in size
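Stably transfected U87-MG human glioma cells carrying a GRP78-based luminescent sensor were seeded at 1000 cells/well, pin-dosed with compounds and incubated 16 h. Luciferase reagent was then added, and end-point luminescence was read after 10 min at room temperature.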
D1 potentiator – human D1 dopamine receptor positive modulation. hit rate 0.036% among 360,000. potentiation, % at 10 µM. HEK293 TREx D1 cells, calcium flux, dopamine EC20 potentiation; in the data active = potentiation above about 30%; note: 0% is about no effect
Vif-A3G inh – blocks the Vif interaction with human APOBEC3G; AID 602310; Q9HC16; Potency, µM (doses to about 46.1 µM), for the others: top-dose activity, negative = active, usual class: inhibitors; HeLa A3G-eYFP + Vif (tagged APOBEC3G with the HIV-1 protein that degrades it), YFP fluorescence, overnight; hit rate 0.076% among 410,000;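 note: potency is the fitted concentration of half-maximal effect; % is set by controls: 0 for no effect and ±100 for the full control effect; nearly all actives have a fitted effect of over 60% in size; hits raise eYFP signal because A3G escapes Vif-driven loss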
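Read-out is eYFP fluorescence (Ex 488/Em 500-530) from Vif-expressing HeLa A3G-eYFP cells; more signal means A3G escaped Vif-mediated degradation. Cells plated overnight, compound pinned in, incubated overnight at 37 deg C.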
D2 PAM – D2 dopamine receptor (human) potentiation; AID 485347; HEK293 T-REx D2, calcium flux, EC20 dopamine potentiation; potentiation, % at 10 µM; P14416; hit rate 0.34% among 340,000;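 active = potentiation over 3 SD above the plate norm, cut at about 30% in these data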; note: 0% is about no effect
Target sequence (P14416 whole entry, looked up): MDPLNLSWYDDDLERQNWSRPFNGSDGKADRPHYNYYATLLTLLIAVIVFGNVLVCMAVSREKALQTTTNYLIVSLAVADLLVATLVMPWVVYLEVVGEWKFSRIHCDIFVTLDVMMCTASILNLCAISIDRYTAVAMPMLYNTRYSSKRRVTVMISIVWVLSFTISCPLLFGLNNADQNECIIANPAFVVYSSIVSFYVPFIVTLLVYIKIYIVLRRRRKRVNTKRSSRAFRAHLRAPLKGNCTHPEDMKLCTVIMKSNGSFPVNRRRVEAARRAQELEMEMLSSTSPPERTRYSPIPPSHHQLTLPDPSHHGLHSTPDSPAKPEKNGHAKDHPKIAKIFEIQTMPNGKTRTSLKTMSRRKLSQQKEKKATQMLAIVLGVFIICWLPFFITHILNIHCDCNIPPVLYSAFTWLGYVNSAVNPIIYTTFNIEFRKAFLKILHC
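Tetracycline-induced HEK293 T-REx cells force-coupled to calcium signalling expressed D2; compounds were pin-added after a 10 s baseline, read kinetically 180 s, then an EC20 dopamine challenge followed with a further 180 s calcium read.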
Vif-APOBEC3F blk – blocks the Vif interaction with APOBEC3F; HeLa A3F-eYFP + Vif (tagged APOBEC3F with the HIV-1 protein that degrades it), YFP fluorescence increase; Potency, µM (top dose mostly 46.1 µM), for inactives: at the top dose activity, negative = active; hit rate 0.2% among 390,000; AID 602313; note: potency is the fitted concentration of half-maximal effect; % of control where 0% means no effect; nearly all actives have a fitted effect of over 65% in size
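HeLa cells stably expressing Vif plus C-terminally eYFP-tagged A3F were seeded, incubated overnight at 37 deg C, dosed with compound, incubated overnight again at 37 deg C. Yellow fluorescence (Ex 488/Em 500-530) reported blocked Vif-mediated A3F-eYFP degradation.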
* = called active by the depositor; u = inconclusive; x = not tested or not shown; & = joins results of further samples. Unless noted, calls come from the whole dose curve; as a rule, active = well fitted curve in the direction sought with a large enough effect; inconclusive = small, poorly fitted or top-dose-only effect, or another doubt; inactive = no such curve, though single readings can be large; an effect the other way counts as inactive or inconclusive. A portion of the library (hit frequency here may not be typical).

smiles,LDHA block,D1 ag,RXFP1 ag,D1 antagonist,Glioma ERSR ind,D1 potentiator,Vif-A3G inh,D2 PAM,Vif-APOBEC3F blk
CC(NC(=O)COc1ccc(S(=O)(=O)N2CCOCC2)cc1)c1ccccc1 (stereo not drawn),-2,2,-1.4%,4,-2%,-3,-1%,4,2%
COc1ccc(CNC(=O)CCCC2=NS(=O)(=O)c3ccccc3N2)cc1,-2,2,-1.3%,2,-1%,-1,-1%,7,-13%
CCOc1ccccc1CNC(=O)CN1C(=O)CSc2ccc(S(=O)(=O)N3CCOCC3)cc21,-5&-15,1&-4,0.9%&-2.1%,-10&-5,-4%&-3%,1&-1,0%&0%,-8&-10,6%&-4%
CCn1c(SCc2ccccc2)nnc1-c1nonc1NC(C)=O,4,4,0.6%,-18,0%,-1,0%,-14,2%
Cc1ccc(CCNC(=O)CC(C)CC2=NS(=O)(=O)c3ccccc3N2)cc1 (stereo not drawn),-4,3,0.0%,-1,4%,8,2%,-6,-4%
O=C(NCc1cccs1)C1CCCN(C(=O)Nc2ccc(F)cc2)C1 (stereo not drawn),-4,1,-3.5%,-16,-5%,-12,1%,-3,5%
O=C(CSc1nnc(-c2ccccc2)c2ccccc12)NCC1CCCO1 (stereo not drawn),x,1,21%,5,x,-5,x,x,x
CCOC(=O)C1CCCN(C(=O)CNS(=O)(=O)c2ccc(Br)s2)C1 (stereo not drawn),-1,0,-2.9%,-7,-5%,-2,2%,4,-7%
CNC(=O)Nc1ccc(Cn2cc(C(F)(F)F)ccc2=O)cc1,-1,6,-0.7%,-3,-4%,1,0%,27,-11%
Cc1ccccc1NC(=O)c1cccc(OCc2c(C)noc2C)c1,-5,2,1.1%,-14,-3%,-2,0%,2,2%
Cc1ccc(NC(=O)Nc2ccccc2OCc2cc(=O)n3ccccc3n2)c(Cl)c1,-6,-1,3.1%,-4,3%,3,-11%,x,-12%
CCC(c1nnc(SCC(=O)Nc2cccc(S(N)(=O)=O)c2)n1-c1ccc(OC)cc1)N(C)C (stereo not drawn),-4,3,-0.4%,1,-6%,-7,3%,-6,3%
COc1cccc(C(=O)N(C)c2nnc(-c3ccncc3)s2)c1,-6,8,2.1%,-4,6%,-2,-12%,1,-6%
CCOC(=O)CSc1nnc(-c2ccccc2)c(=O)[nH]1,-20,2,0.9%,6,-1%,1,1%,4,10%
COc1cccc(N2C(=O)C3C(C2=O)C2C=CC3C23CC3)c1 (stereo not drawn),-3,1,2.0%,7,0%,2,-1%,1,0%
COc1cccc(OCc2nc3ccccc3c(=O)n2N)c1,-4,3,0.2%,6,4%,0,5%,-1,-9%
CC(C)(C)C1=CC(O)(c2ccccc2)C=C(C(C)(C)C)C1=O,0,4,-0.1%,-16,-7%,-4,-11%,4,0%
CN1CCN(C(=S)NC(=O)c2ccc(Br)cc2)CC1,2,0,3.8%,2,-2%,4,1%,4,u
CCOc1cc(CNCCSc2nnnn2C)cc(Br)c1OCc1ccc(F)cc1,1,8,2.9%,-12,-3%,-10,-22%,-6,1%
Clc1nc2sccn2c1/C=N/n1cnc2ccccc21,-5,1,-0.4%,0,2%,-6,-2%,3,-5%
O=C(NCc1ccc(F)cc1)C1CCCN(c2nc3ccsc3c(=O)s2)C1 (stereo not drawn),-9,1,24%,0,-3%,0,-2%,8,2%
COC(=O)c1ccc(C2NC(=O)CCC2[N+](=O)[O-])cc1 (stereo not drawn),-9,3,-0.5%,-5,-3%,-2,-1%,11,10%
COc1cc(NC(=O)N[C@@H](Cc2c[nH]c3ccccc23)C(=O)O)c(C(=O)O)cc1OC,-8,3,-1.2%,17,-3%,2,0%,-5,-9%
CCN(Cc1ccccc1)C(=O)c1cc2ccc3cccnc3c2[nH]1,4,10,1.8%,-5,-2%,-7,-1%,-5,-2%
O=C(O)CN1CCN(c2ncc(C(F)(F)F)cc2Cl)CC1,-1,1,0.2%,-14,-6%,-3,0%,3,11%
CC(C)Oc1cccc(C(=O)C2CCCN(C(=O)c3cc(C(F)(F)F)[nH]n3)C2)c1 (stereo not drawn),2,7,3.0%,-11,10%,-4,3%,-12,9%
O=c1c2ccccc2nc2n1CCS2(=O)=O,0,0,2.5%,-17,-2%,-6,-4%,-1,13%
Cc1ccc(OCCOC(=O)CN2C(=O)NC3(CCCC3)C2=O)cc1,-1,0,-1.1%,-7,-6%,-8,-6%,0,-12%
Cc1ccc(CNC(=O)CS(=O)(=O)c2cn(CC(=O)N3CCOCC3)c3ccccc23)cc1,1,-1,-2.4%,-6,-2%,-1,-2%,3,-2%
Cc1ccc(-n2ncc(C(=O)NCc3ccco3)c2C2CCN(C(=O)OC(C)(C)C)CC2)c(C)c1,3,0,-0.3%,6,-1%,-3,3%,5,0%
CCOC(=O)Nc1ccc2ncn(C)c(=O)c2c1,1,3,3.6%,2,0%,x,3%,14,-2%
Cc1noc(C)c1COC(=O)C1CCN(S(=O)(=O)c2ccc(F)cc2)CC1,0,3,-2.2%,-13,-1%,-10,-1%,-4,0%
O=C(CN1CCCC1)Nc1c(Cl)cccc1Cl,-1,-3,-1.2%,-1,-3%,4,-3%,10,u
O=C(NC(=S)Nn1cnc2c(cnn2-c2ccccc2)c1=O)c1ccc(Oc2ccccc2)cc1,-2,1,-0.2%,-5,-3%,-5,0%,-3,3%
O=C(C1COc2ccccc2O1)N1CCN(c2nc3ccccc3s2)CC1 (stereo not drawn),-6,6,-0.1%,-62*,3%,-8,-2%,-2,-8%
COc1cccc(C(=O)Nc2ccc(N(C)C)cc2)c1OC,6,2,1.6%,8,-7%,-1,-1%,4,3%
Cc1nnc(SCC(=O)c2cc(C)n(-c3ccc4c(c3)OCO4)c2C)s1,-3,5,1.2%,-17,7%,0,-1%,6,3%
O=C(O)c1ccc(-n2cccc2)cc1O,-2,1,1.6%,-12,2%,-6,-2%,24,6%
CC1CCCC(NC(=O)CN2C(=O)NC(c3ccccc3)(c3ccccc3)C2=O)C1C (stereo not drawn),-1,2,-0.8%,-10,-4%,-7,-13%,-13,-3%
COc1ccc(Cn2nnc3c(=O)[nH]c(C(=O)NCCc4ccc(F)cc4)nc32)cc1OC,-2,-2,2.5%,6,-1%,4,3%,-6,-1%
O=C(COC(=O)/C=C/c1cccc(Br)c1)NCCC1=CCCCC1,-1,27,-2.3%,-7,-2%,7,1%,-10,4%
Cc1ccccc1C(=O)NNS(=O)(=O)c1cccc([N+](=O)[O-])c1,-1,4,-1.0%,-6,-2%,2,-17%,2,0%
Cc1cccc(C(=O)NC(=S)NNC(=O)Cc2ccccc2)c1,-5,72*,0.6%,-13,10%,-1,2%,-3,-23%
Cc1ccc(NC(=O)CCc2nc3sc4c(c3c(=O)[nH]2)CCCC4)c(Br)c1,-4,2,17%,-6,-2%,-2,-4%,-10,-6%
COC(=O)c1cccc(S(=O)(=O)N2CCCC2)c1,1,1,-0.1%,7,0%,-5,1%,-6,-20%
CC12CCC(=O)N1C(C(=O)OCC(=O)Nc1cccc(S(=O)(=O)N3CCCCCC3)c1)CS2 (stereo not drawn),-4,15,-0.4%,-11,-7%,3,1%,1,6%
CCOc1ncccc1C(=O)Nc1ccc(S(=O)(=O)NC2=NCCCCC2)cc1,-12,4,-1.4%,3,-8%,-10,-1%,4,10%
c1ccc(CCNCc2cccs2)nc1,-10,x,x,x,-2%,x,-3%,x,-20%
CC[C@@]1(C(=O)OC)N[C@H](CN(C)S(=O)(=O)c2ccc(OC(F)(F)F)cc2)[C@@H]2C(=O)N(C)C(=O)[C@@H]21,0,x,x,x,-2%,x,3%,x,7%
COc1ccc(S(=O)(=O)N2Cc3ccccc3CC2C(=O)Nc2nccs2)cc1OC (stereo not drawn),-7,4,1.9%,24,3%,1,-4%,x,9%
CC1=Nc2ccccc2/C1=C/c1nc(-c2ccc(C)s2)oc1O,-1,73*,2.8%,-18,4%,-4,-10%,x,-14%
COc1cc2c(cc1NC(=O)/C=C/c1ccc([N+](=O)[O-])cc1)oc1ccccc12,-7,2,2.8%,0,-6%,-4,1%,-11,-5%
O=C1/C(=C/c2ccc(C(=O)O)cc2)CCC/C1=C\c1ccc(C(=O)O)cc1,-19,2,0.5%,-1,-3%,-6,1%,6,6%
O=C(CN1C(=O)NC2(CCc3ccccc32)C1=O)c1ccc(Br)cc1 (stereo not drawn),-7,0,0.4%,-20,3%,-7,-1%,-5,u
COc1ccc(N2CCN(C(CNC(=O)COc3ccccc3)c3ccco3)CC2)cc1 (stereo not drawn),2,1,-1.2%,15,-7%,-6,1%,-1,-2%
O=C(NCCN1CCOCC1)c1ccc([N+](=O)[O-])cc1[N+](=O)[O-],3,1,0.4%,1,-9%,0,-5%,0,2%
CCc1ccc2oc(C(=O)NCC(c3ccc(Cl)cc3)N3CCOCC3)c(C)c2c1 (stereo not drawn),-7,1,1.4%,4,-2%,1,3%,10,4%
COc1ccc(CNc2ccc(-c3ccccc3OC)nn2)cc1,-10,4,0.1%,-13,0%,-3,-7%,6,-3%
COc1ccc(-c2cc3ccc(OCC(=O)NCC4CCC(C(=O)O)CC4)cc3oc2=O)cc1 (stereo not drawn),-4,2,u,4,0%,6,0%,-2,0%

Ordered by value in D1 antagonist (low to high): some entries from above
molecule,D1 antagonist
O=C1/C(=C/c2ccc(C(=O)O)cc2)CCC/C1=C\c1ccc(C(=O)O)cc1,-1
CCOc1ncccc1C(=O)Nc1ccc(S(=O)(=O)NC2=NCCCCC2)cc1,3
CCc1ccc2oc(C(=O)NCC(c3ccc(Cl)cc3)N3CCOCC3)c(C)c2c1 (stereo not drawn),4
